HCMV inh: qHTS Assay for inhibitors of the human cytomegalovirus (HCMV). HFF cells, HCMV-luciferase reporter, 72 h; stronger effect = lower value. activity change, negative = inhibition, % at 57.5 µM. 4.5% of 410,000 active. AID 1259415, 2018; in the data active = activity change below about -60%; inconclusive = no clear call, values can overlap the other calls; inactive = above about -39%
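Human foreskin fibroblasts infected with luciferase-reporter HCMV at MOI 1 PFU/cell, compounds at two doses. Luciferase measured 72 h post infection; normalized to buffer-only basal and Salinomycin (10uM) controls.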
Sm TGR block: qHTS Assay for the Inhibitors of Schistosoma Mansoni Peroxiredoxins; Potency, µM (series often up to 114 µM), without a hit: at the highest dose activity change, negative = inhibition, actives largely listed as inhibitors; 3% of 360,000 active; purified TGR, DTNB reduction, TNB absorbance 405 nm; also: potency is read from the fitted curve at half-maximal effect; nearly all actives have a fitted effect of over 60% in size
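TGR 20 nM + NADPH 100 uM (dispensed conc.), cpd preinc 15 min RT; start with NADPH (500 uM addition) then DTNB (15 mM addition). Kinetic TNB absorbance, 405 nm filter. Four-parameter Hill fit across titration.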
AMA1-RON2 inh: qHTS for Inhibitors of AMA1-RON; Towards Development of Antimalarial Drug Lead: Primary Screen; AlphaScreen AMA1-biotinylated RON2 peptide binding; AID 720542, 2013; Potency, µM (highest dose often 58.2 µM), for the others: at the top dose activity change, negative = inhibition, hits mostly inhibitors; 0.2% of 360,000 active;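 also: potency is read from the fitted curve at half-maximal effect; 0% = vehicle wells and -100% = peptide control; nearly all actives have a fitted effect of over 45% in size; some results filed as inactive show a strong effect at the top dose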
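AMA1 (3D7) with his tag at 25 nM final met compounds first, then biotinylated RON2 peptide at 25 nM; detection used donor plus acceptor beads, 10 µg/mL apiece, read by AlphaScreen after 30 min at room temperature.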
HCV inh: qHTS Assay for Inhibitors of Hepatitis C Virus (HCV); Huh7.5.1 HCVcc-Cre infection, luciferase reporter, 44 h; Potency, µM (series often up to 41.8 µM), for inactives: at the highest dose activity change, negative = inhibition, actives largely listed as inhibitors; 3.4% of 340,000 active; also: potency is read from the fitted curve at half-maximal effect
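Luciferase read-out (15 sec integration) after a 15 min room-temperature substrate step quantifies HCVcc-Cre infection. Cells, 1,000 per well, had compound added 4 h post-plating, then virus at ~0.5 moi, and were cultured 44 h.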
Giardia FBPA inh: qHTS Assay for Inhibitors of Fructose-1,6-bisphosphate Aldolase from Giardia Lamblia; 0.71% of 290,000 active; A8B2U2; Potency, µM (titrated, usually from 59.6 µM), inactives show top-dose activity, negative = inhibition, actives largely listed as inhibitors; purified Giardia FBPA; also: potency is read from the fitted curve at half-maximal effect; nearly all actives have a fitted effect of over 55% in size
Target sequence (A8B2U2 whole entry, looked up): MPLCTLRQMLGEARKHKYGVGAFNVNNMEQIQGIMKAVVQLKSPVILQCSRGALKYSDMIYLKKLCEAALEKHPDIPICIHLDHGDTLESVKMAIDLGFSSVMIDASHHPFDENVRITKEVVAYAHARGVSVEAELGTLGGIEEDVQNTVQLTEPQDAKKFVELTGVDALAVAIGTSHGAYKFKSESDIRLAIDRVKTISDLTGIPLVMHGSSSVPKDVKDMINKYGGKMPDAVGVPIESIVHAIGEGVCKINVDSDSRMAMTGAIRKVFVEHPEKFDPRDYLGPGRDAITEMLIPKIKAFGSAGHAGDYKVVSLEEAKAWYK
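40 nM FBPA preincubated 10 min at RT with compound (up to 57.5 uM final), then substrate plus GAPDH/TPI/NAD/arsenate coupling and diaphorase/resazurin added. Fluorescence read after 20 min at RT, 525/598 nm.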
AmpC detergent: qHTS Inhibitors of AmpC Beta-Lactamase (assay with detergent). P00811. AmpC hydrolysis of nitrocefin, absorbance 480 nm, 0.01% Triton. Potency, µM (titrated, usually from 114 µM), for inactives: at the highest dose activity change, negative = inhibition, actives largely listed as inhibitors. 0.041% of 370,000 active. AID 485294, 2010;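 also: potency is read from the fitted curve at half-maximal effect; 0% = no-compound wells and -100% = no-enzyme wells; nearly all actives have a fitted effect of over 25% in size; some results filed as inactive show a strong effect at the top dose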
Target sequence (P00811 whole entry, looked up): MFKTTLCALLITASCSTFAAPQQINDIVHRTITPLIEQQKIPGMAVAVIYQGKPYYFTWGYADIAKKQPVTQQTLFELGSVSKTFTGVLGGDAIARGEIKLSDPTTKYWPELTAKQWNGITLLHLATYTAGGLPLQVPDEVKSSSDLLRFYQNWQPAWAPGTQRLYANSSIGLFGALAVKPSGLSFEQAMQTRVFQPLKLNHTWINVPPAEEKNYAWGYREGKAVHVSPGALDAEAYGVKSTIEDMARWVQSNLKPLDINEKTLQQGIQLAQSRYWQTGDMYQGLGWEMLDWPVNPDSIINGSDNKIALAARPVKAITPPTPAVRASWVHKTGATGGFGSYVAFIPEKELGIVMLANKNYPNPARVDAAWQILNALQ
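20 mM phosphate pH 7.0 + 0.01% (detergent screen) or 0.0001% Triton X-100; 5.3 nM AmpC reagent; cpd preinc 15 min RT; nitrocefin (800 uM stock) to start; A480 q20 s × 4 min; Activity was normalised to no-enzyme and no-compound control wells.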
* = called active by the depositor; ? = inconclusive; . = not tested or not shown; [ ] = remark or other dose. Unless noted, calls follow the shape of the dose curve; as a rule, active = well fitted curve in the direction sought with a large enough effect; inconclusive = small, poorly fitted or top-dose-only effect, or another doubt; inactive = no such curve, though single readings can be large; an effect the other way counts as inactive or inconclusive. Unless noted, % is scaled to controls: 0 for no effect and ±100 for the full control effect.

1. O=C(NCCS(=O)(=O)NCC1CCCO1)c1ccccc1 (stereo unspecified)
2. O=c1[nH]cnc2c1ncn2[C@@H]1C[C@@H](O)[C@H](CO)O1
3. CCOC(=O)c1c(C)[nH]c(C(=O)OCC(=O)N2CCCC2=O)c1C
4. CCCc1nc(SCC(=O)Nc2ccccc2OC)c2c(=O)n(C)c(=O)n(C)c2n1
5. CC(C)(C)OC(=O)N/N=C\c1ccc([N+](=O)[O-])s1
6. c1ccc2c(c1)ncn2CCCOc1ccc2c(c1)CCC2
7. N#C/C(=C/c1ccc(Sc2nc3ccccc3[nH]2)o1)c1ccccc1F
8. CC(CCc1ccccc1)NC(=O)C1CCN(S(=O)(=O)N2CCCCC2)CC1 (stereo unspecified)

compound no.	1	2	3	4	5	6	7	8
HCMV inh	-28	32	-14	-25	-21	-11	-102*	-15
Sm TGR block	-3%	0%	-3%	4%	?	0%	12%	14%
AMA1-RON2 inh	-9%	9%	-1%	-2%	-6%	8%	2%	1%
HCV inh	4%[8.37 µM]	-1%	?	-8%	-33%	?	11µM*	?
Giardia FBPA inh	.	-5%	.	7%	-8%	0%	-12%	6%
AmpC detergent	?	-6%	-13%	-1%	4%	-7%	4%	?

The closing 3 entries of the part above open the next one:
6. c1ccc2c(c1)ncn2CCCOc1ccc2c(c1)CCC2
7. N#C/C(=C/c1ccc(Sc2nc3ccccc3[nH]2)o1)c1ccccc1F
8. CC(CCc1ccccc1)NC(=O)C1CCN(S(=O)(=O)N2CCCCC2)CC1 (stereo unspecified)
9. CC(=O)NC1(c2ccccc2)CCN(C(=O)N2CCOCC2)CC1
10. N#Cc1ccc(NC(=O)CSc2n[nH]c(=O)n2C2CC2)cc1
11. CC(C)CC(C(=O)NC(C)(C)C)N(Cc1cccs1)C(=O)c1snc(C(N)=O)c1N (stereo unspecified)
12. CCc1c(C)nc(Nc2nc(C)c3cc(OC)ccc3n2)[nH]c1=O
13. CCOC(=O)C1CCN(Cc2ccc(OC)cc2OC)CC1
14. S=C(NCC1COc2ccccc2O1)Nc1ccccc1 (stereo unspecified)
15. CC(C)(C)OC(=O)C[C@H]1C/C=C\C[C@@H](CC(=O)N(CCO)Cc2ccccc2)C(=O)NCCOC1=O
16. CCN(CC(=O)Nc1ccccc1C(F)(F)F)C(=O)COc1cccc2c1OC(C)(C)C2

compound no.	6	7	8	9	10	11	12	13	14	15	16
HCMV inh	-11	-102*	-15	51	18	-31	106	43	27	19	7
Sm TGR block	0%	12%	14%	-2%	-7%	-8%	2%	7%	.	.	-12%
AMA1-RON2 inh	8%	2%	1%	12%	7%	-5%	-2%	-29%	-19%	7%	-7%
HCV inh	?	11µM*	?	31%[activator]	4%	3%	?	-4%	5%	0%	?
Giardia FBPA inh	0%	-12%	6%	7%	.	-5%	-3%	?	1%	.	.
AmpC detergent	-7%	4%	?	0%	-8%	?	-1%	6%	1%	.	-15%

17. O=C(O)C(Cc1ccccc1)N1C(=O)CCC1=O (stereo unspecified)
18. Cc1cc(SCC(=O)c2cc(C)n(C)c2C)nc2ccccc12
19. CCNCCNC(=O)c1c(O)c2c([nH]c1=O)CCCC2
20. CCOC(=O)Nc1ccc2c(c1)Sc1ccccc1N2C(=O)CCN1CCOCC1
21. COc1cc(NC(=O)CSc2nnc3c(C)cc4c(C)ccc(C)c4n23)c(C(=O)O)cc1OC
22. O=C(CCNC(=O)c1ccccc1Cl)Nc1nc(-c2ccc3ccccc3c2)cs1
23. Cc1cc2c(cc1S(=O)(=O)Nc1cccc(C#N)c1)OCC(=O)N2
24. O=S(=O)(NCc1ccccn1)C(F)(F)F

compound no.	17	18	19	20	21	22	23	24
HCMV inh	-20	-21	-39	2	-32	?	?	6
Sm TGR block	5%	-13%	?	-21%	16%	-9%	6%	-11%
AMA1-RON2 inh	-2%	11%	11%	8%	4%	-6%	.	132%[activator]
HCV inh	13%	-22%	-11%	-9%	16%	?	.	19%
Giardia FBPA inh	3%	-13%	11%	-3%	-16%	-14%	.	2.8µM*
AmpC detergent	2%	-1%	?	-5%	6%	-6%	21%	?

25. O=S(=O)(Nc1cccnc1)c1ccc(Br)c2ccccc12
26. CCOC(=O)[C@@H]1[C@H]2COc3cc(OC)ccc3[C@H]2N2C(=O)N(c3ccc(Br)cc3)C(=O)[C@]12C
27. O=c1c2cc3c(cc2[nH]c(=S)n1C1CCN(Cc2ccccc2)CC1)OCO3
28. c1ccc2c(c1)CNC1(CCCCC1)C2
29. COc1ccc(-c2csc(N3C(=O)C4C5c6ccccc6C(c6ccccc65)[C@@H]4C3=O)n2)cc1 (stereo partly specified)
30. O=C(NNC(=O)c1cccs1)c1ccc(Cl)c([N+](=O)[O-])c1
31. CC(C)(C)c1cc(C(C)(C)C)c2oc(=O)c(-c3nc4ccc(C(=O)O)cc4[nH]3)cc2c1
32. CCn1c(SCC(=O)Nc2nccs2)nnc1-c1cccnc1

compound no.	25	26	27	28	29	30	31	32
HCMV inh	?	?	-33	9	?	28	17	75
Sm TGR block	4%	.	27%	5%	1%	-6%	3%	-3%
AMA1-RON2 inh	8%	-8%	72%[activator]	-4%	0%	13%	.	-8%
HCV inh	3%	?	13µM*	-19%	19%	7%	.	14%
Giardia FBPA inh	-4%	.	-26%	-7%	-1%	2%	.	.
AmpC detergent	4%	.	4%	-10%	-1%	-9%	?	2%

33. CCCCOc1ccc(C(=O)NCC(=O)NC2CCC(C)CC2)cc1 (stereo unspecified)
34. Cc1nn(CC(=O)NCc2ccc(OC(C)C)cc2)c(=O)c2cc(-c3ccccc3)nn12
35. Nc1ccc2oc(-c3cccc4ccccc34)nc2c1
36. Cn1cnnc1SCC(=O)Nc1ccc(Cl)c(S(=O)(=O)N2CCOCC2)c1
37. Cc1cccc(NC(=O)NC(C)CCc2ccccc2)c1 (stereo unspecified)
38. CCC1(CC)C(=O)C(C)(C)C(=O)OC1c1cccs1 (stereo unspecified)
39. COc1ccc(Cl)cc1NS(=O)(=O)c1cc(Br)cc2c1N(C(=O)C1CC1)CC2
40. Cc1cccc(N(C)C(=O)CCS(=O)(=O)c2ccc3c(c2)oc(=O)n3C)c1

compound no.	33	34	35	36	37	38	39	40
HCMV inh	-10	.	-20	-14	0	6	3	-6
Sm TGR block	4%	3%	-20%	5%	-2%	-1%	8%	40µM*
AMA1-RON2 inh	0%	-6%	-12%	-6%	30%	11%	.	.
HCV inh	?	7%	?	1%	-24%	-9%	.	.
Giardia FBPA inh	.	3%	-3%	1%	1%	-11%	.	.
AmpC detergent	?	-1%	?	0%	-13%	-1%	10%	4%

Four entries from above, set out differently.
The line under a structure holds: HCMV inh	Sm TGR block	AMA1-RON2 inh	HCV inh	Giardia FBPA inh	AmpC detergent
[36] Cn1cnnc1SCC(=O)Nc1ccc(Cl)c(S(=O)(=O)N2CCOCC2)c1
 : -14	5%	-6%	1%	1%	0%
[40] Cc1cccc(N(C)C(=O)CCS(=O)(=O)c2ccc3c(c2)oc(=O)n3C)c1
 : -6	40µM*	.	.	.	4%
[39] COc1ccc(Cl)cc1NS(=O)(=O)c1cc(Br)cc2c1N(C(=O)C1CC1)CC2
 : 3	8%	.	.	.	10%
[37] Cc1cccc(NC(=O)NC(C)CCc2ccccc2)c1 (stereo unspecified)
 : 0	-2%	30%	-24%	1%	-13%

The listing continues.
41. Cc1ccc(S(=O)(=O)CCC(=O)OCc2nnc(-c3ccc([N+](=O)[O-])cc3)o2)cc1
42. Cc1ccc(S(=O)(=O)N(Cc2cc3cc4c(cc3[nH]c2=O)OCCO4)CC2CCCO2)cc1 (stereo unspecified)
43. O=C(COc1ccccc1Br)Nc1ccc(S(=O)(=O)N2CCCC2)cc1
44. CCOC(=O)C1=C(C)NC(SCC(=O)Nc2cc(C)on2)=C(C#N)C1c1cccs1 (stereo unspecified)
45. Cc1ccc(NC(=O)COc2nsnc2N2CCOCC2)cc1Cl
46. Cn1cnc2c1c(=O)n(Cc1cccc(Br)c1)c(=O)n2C
47. O=C(NC1CCSc2ccccc21)c1c(F)cccc1Cl (stereo unspecified)
48. CC(C)(C)c1ccc(/C=C2\SC(=O)N(CCNC(=O)c3cccc(S(=O)(=O)N4CCOCC4)c3)C2=O)cc1

compound no.	41	42	43	44	45	46	47	48
HCMV inh	28	50	-11	-33	80	42	-6	.
Sm TGR block	.	-3%	-4%	-6%	5%	-20%	-19%	-5%
AMA1-RON2 inh	12%	?	-10%	-3%	?	?	0%	-21%
HCV inh	13%	5%	2%	10µM*	?	-8%	-3%	?
Giardia FBPA inh	.	2%	.	-3%	-3%	4%	.	-5%
AmpC detergent	.	-9%	-13%	4%	?	-1%	-8%	?

49. COC(=O)c1c(C)[nH]c(O)c1C=Nc1ccc(C(C)C)cc1
50. COCCCNC(=O)c1cc2cc(S(=O)(=O)N3CCCCC3)ccc2n1C
51. O=C(NCCCN1CCOCC1)C1Nc2ccc(OC(F)(F)F)cc2C2C=CCC12 (stereo unspecified)
52. CCOC(=O)c1c(C)n(C)c2ccc(OCC(O)CN3C(=O)c4ccccc4S3(=O)=O)cc12 (stereo unspecified)
53. CCOC(=O)c1ccc(-n2c(CCC(=O)O)ccc2-c2ccccc2)cc1O
54. CCN(CC(=O)Nc1c(F)cccc1F)C(=O)c1ccc(=O)n(C)n1
55. Cc1cc([N+](=O)[O-])ccc1NC(=O)CCC(=O)N1CCCC1
56. Cc1ccc(OCCCCNC2CCCC(C)C2C)c(C)c1 (stereo unspecified)
57. O=C(CSC(=S)N1CCCC1)c1cc(Br)cc(Br)c1O
58. Cc1ccc(C(c2c(C)nn(-c3ccccc3)c2N)c2c(C)nn(-c3ccccc3)c2N)cc1

compound no.	49	50	51	52	53	54	55	56	57	58
HCMV inh	148	-35	54	37	12	-10	-38	2	?	8
Sm TGR block	-25%	0%	.	-9%	18µM*	.	0%	11%	-21%	-9%
AMA1-RON2 inh	-1%	.	-1%	3%	.	4%	18%	-7%	-5%	-5%
HCV inh	-16%	.	-8%	?	.	11%	-2%	7.9µM*	13µM*	1%
Giardia FBPA inh	-25%	.	.	7%	.	.	8%	?	14µM*	-2%
AmpC detergent	1%	-3%	.	-3%	11%	.	?	4%	-5%	-6%

Assay outcomes deposited in PubChem by National Center for Advancing Translational Sciences (NCATS).
